CDK5 inh: inhibitors of human CDK5/p35 kinase. Recombinant CDK5/p35, ADP-Glo luminescence, 60 min. inhibition, % at 10 µM. actives 0.01% (n = 330,000). Q00535+Q15078;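 active = highest replicate inhibition of at least 50% and at least 75% of replicates reaching 50%; inconclusive = only one of the two criteria met; inactive = both criteria failed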;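 also: plate controls were DMSO neutral control for no effect and GW8510 at 10 µM for full effect; many of its hits are not listed in these tables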
HTR5A inv ctr: inverse agonist of human HTR5A in OPRM1-OPRD1 counter-screen. P47898. HTR5A cell line, luminescence, inverse agonism. inhibition, % at 9.3 µM. actives 0.083% (n = 340,000). AID 504634; in the data active = inhibition mostly above about 23%, no sharp cut-off; inactive = mostly below about 18%;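 also: 0% = cells with DMSO and 100% = no-cell wells with DMSO; some compounds called inactive have numbers as strong as hits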
Target sequence (P47898 whole entry, looked up): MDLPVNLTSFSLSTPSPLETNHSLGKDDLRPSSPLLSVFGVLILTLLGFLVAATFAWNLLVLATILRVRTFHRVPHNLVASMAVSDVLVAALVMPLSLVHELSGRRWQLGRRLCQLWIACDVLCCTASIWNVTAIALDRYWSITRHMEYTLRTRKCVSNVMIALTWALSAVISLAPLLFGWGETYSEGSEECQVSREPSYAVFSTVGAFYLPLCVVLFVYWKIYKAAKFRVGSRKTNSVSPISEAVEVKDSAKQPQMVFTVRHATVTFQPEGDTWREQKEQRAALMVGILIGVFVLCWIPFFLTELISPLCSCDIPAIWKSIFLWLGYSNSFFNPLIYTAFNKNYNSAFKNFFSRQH
HTR5A ag: HTR5A agonism, opioid heterodimer counter-screen; HTR5A agonist assay, luminescence, cell-based; AID 504692; P47898; actives 0.61% (n = 340,000); activation, % at 9.3 µM; in the data active = activation mostly above about 9.5%, no sharp cut-off; inactive = mostly below about 7.6%;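 also: 0% = cells with vehicle only and 100% = reference agonist; strong numbers were not always called active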
SUMO Mot1 rescue: SUMOylation pathway inhibition by Mot1-301 growth rescue; S. cerevisiae Mot1-301 growth rescue, ATP luminescence, 38.5C; percent above DMSO median, 100 means doubled; growth rescue, % at 18.8 µM; actives 1% (n = 320,000);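 active = every valid replicate shows activation above 250% relative to neutral control wells; inactive = the rest, any valid replicate at or below 250%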;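 also: OY570 slx delta 5 strain wells were the positive control but not used for scaling; some compounds called inactive have numbers as strong as hits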
E coli growth: reduces bacterial viability in AddAB counter-screen | inhibition, % at 11.9 µM | AID 449728 | E. coli V3065 growth, OD600 absorbance, 18 h | actives 0.27% (n = 330,000);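 active = inhibition above the campaign's mean inhibition across all tested compounds plus 3 SD, cut at about 9.9% in these data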;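 also: uninfected addAB+ strain grown without phage in ampicillin broth; 0% = DMSO wells and 100% = ciprofloxacin 0.95 µg/ml wells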
Tat export inh: inhibitors of E. coli Tat protein transport | E. coli MC4100 TorA-mCherry Tat export, fluorescence | inhibition, % at 10 µM | actives 0.036% (n = 340,000) | AID 488895;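 active = mean replicate inhibition at least 50% and at least half of replicates individually reaching 50%; inconclusive = only one of the two criteria met; inactive = neither criterion met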;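 also: exported cargo escapes ClpAP degradation while cytoplasmic cargo is degraded and loses fluorescence; 0% = median of neutral control wells and 100% = median of NaSCN control wells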
DAGLB inhibitor: blocks human DAGLB lipase activity. actives 0.059% (n = 340,000). Q8NCG7. AID 504411. inhibition, % at 5.17 µM. HEK293T DAGLB membrane lysate, EnzChek fluorogenic substrate; in the data active = inhibition above about 34%;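 also: 0% = enzyme with vehicle and 100% = wells lacking enzyme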
Target sequence (Q8NCG7 whole entry, looked up): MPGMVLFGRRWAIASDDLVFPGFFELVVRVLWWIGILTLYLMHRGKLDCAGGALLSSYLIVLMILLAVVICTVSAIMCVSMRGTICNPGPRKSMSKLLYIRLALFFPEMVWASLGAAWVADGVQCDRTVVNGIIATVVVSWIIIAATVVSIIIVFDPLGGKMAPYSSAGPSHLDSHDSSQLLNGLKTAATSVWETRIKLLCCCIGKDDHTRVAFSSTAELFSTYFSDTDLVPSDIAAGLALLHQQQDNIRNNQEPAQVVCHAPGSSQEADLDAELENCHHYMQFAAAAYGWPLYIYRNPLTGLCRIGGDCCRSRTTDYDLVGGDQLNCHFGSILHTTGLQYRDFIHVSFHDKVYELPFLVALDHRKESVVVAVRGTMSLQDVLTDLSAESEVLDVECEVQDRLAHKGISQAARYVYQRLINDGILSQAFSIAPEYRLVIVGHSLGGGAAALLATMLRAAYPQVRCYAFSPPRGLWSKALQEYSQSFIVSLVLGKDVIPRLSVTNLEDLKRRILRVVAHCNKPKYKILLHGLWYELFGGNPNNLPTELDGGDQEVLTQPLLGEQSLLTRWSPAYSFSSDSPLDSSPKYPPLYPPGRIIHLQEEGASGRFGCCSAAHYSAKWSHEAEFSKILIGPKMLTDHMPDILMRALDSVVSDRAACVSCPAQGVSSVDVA
AddAB inh: less growth of phage-infected E. coli with AddAB; E. coli expressing H. pylori AddAB, absorbance growth; actives 0.29% (n = 330,000); inhibition, % at 11.9 µM; in the data active = inhibition above about 12%;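 also: 0% = vehicle wells of infected cells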
PKA-R1A activ: PKA-R1A complex activation | P00514+P68181 | PKA-R1A dissociation, Cy5-IP20 fluorescence polarization; scaled: DMSO 0%, 113 µM cGMP 100% | activation, % at 11.4 µM | actives 0.083% (n = 340,000);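 active = percent activation above the mean of all tested compounds plus 3 SD, cut at about 19% in these data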;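 also: higher means more PKAc released from R1A so a rise in polarization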
phage Ecoli inh: E. coli growth loss with phage present; growth absorbance; inhibition, % at 11.9 µM; actives 0.26% (n = 360,000); AID 651602; in the data active = inhibition above about 11%
PKA-R2B activ: activates the human PKA-R2B holoenzyme complex | activation, % at 11.4 µM | actives 0.079% (n = 340,000) | P22694+P31323 | PKA-R2B holoenzyme dissociation, Cy5-IP20 fluorescence polarization; R2B truncated from residue 108, S112A mutant; 0% DMSO only, 100% 113 µM cGMP;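 active = activation above a cutoff set at the mean over all compounds plus 3 SD, cut at about 18% in these data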;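 also: higher means more holoenzyme dissociation and a rise in polarization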
Starred values were filed as active, the others as inactive; ? = inconclusive; nt = not tested or not shown. Compounds as they come; 2.3% or so of the library scored in one or more.

SMILES	CDK5 inh	HTR5A inv ctr	HTR5A ag	SUMO Mot1 rescue	E coli growth	Tat export inh	DAGLB inhibitor	AddAB inh	PKA-R1A activ	phage Ecoli inh	PKA-R2B activ
N#CCCn1cc(C(=O)Nc2ccccc2Br)c(-c2cccs2)n1	0.0	12	1	5	-2.2	4	-3	2.0	2	4.6	-8
Cc1ccc(S(=O)(=O)N2CCCCC2)cc1NC(=O)COC(=O)c1ccccc1F	0.5	32	1	-9	1.2	2	-2	2.7	4	1.9	3
CCN(CC)S(=O)(=O)c1ccc(O)c(NC(=O)CN2CCc3ccccc3C2)c1	-1.7	0	0	nt	1.0	8	2	-2.2	-12	1.9	-1
CC(=O)c1cccc(NC(=O)c2cccc(S(=O)(=O)N(C)C)c2)c1	0.5	8	4	0	-1.2	-10	-2	3.9	-10	5.0	-14
CC1CCN(C(=O)c2cc(-c3ccc4c(c3)OCO4)on2)CC1	-2.3	0	6	-7	1.4	-2	-3	1.7	3	4.3	-4
CN(C)S(=O)(=O)N1CCC(n2nccc2NC(=O)CCCc2ccccc2)CC1	1.3	-18	-2	364	0.4	-4	1	1.7	-7	2.2	-5
CCOc1ccc(S(=O)(=O)N(CC(=O)N2CCC(C(N)=O)CC2)c2ccc(F)cc2)cc1	-0.9	10	-1	0	0.8	2	1	-1.7	2	0.2	-6
CC(C)c1ccc(S(=O)(=O)Nc2ccc(SC(F)F)cc2)cc1	nt	-7	2	106	1.0	26	-6	4.9	-13	4.0	-10
O=C(C[C@H]1C/C=C\CC[C@H](Cc2ccc(F)cc2)C(=O)O[C@@H](c2ccccc2)CNC1=O)N[C@@H](CO)Cc1ccccc1	0.5	-8	3	-19	-0.3	6	-3	-0.4	-7	0.2	-13
O=C(Nc1cccc(Cl)c1N1CCOCC1)c1cc([N+](=O)[O-])ccc1N1CCOCC1	-0.4	11	-1	-9	-0.4	-1	3	3.9	12	1.2	-7
O=C(Nc1ccccc1-c1nnc(SCc2ccc(Cl)cc2)o1)c1ccccc1	-1.9	3	1	-10	2.8	14	-2	5.0	-3	4.0	-6
CC(=O)NCC(=O)OCC(=O)Nc1nc(-c2ccccc2)cs1	-0.1	18	3	110	-2.3	-2	-1	2.2	3	6.6	-1
O=C(COc1ccccc1-c1ccccc1)c1ccccc1	2.9	1	-2	-1	-1.4	0	-3	0.8	-2	4.3	-2
CCOC(=O)C1=C(C)N(C)C(=O)NC1c1cc2c(cc1[N+](=O)[O-])OCO2 (stereo unspecified)	1.2	11	-4	244	-2.3	-2	1	1.1	-10	3.0	-3
Cc1ccc(N2CC(C(=O)Nc3nnc(SCCN4CCOCC4)s3)CC2=O)cc1C (stereo unspecified)	1.8	-31	9	-12	0.2	8	0	-0.4	-3	0.0	2
OCc1ccccc1OCCCOc1cccc2cccnc12	1.2	3	-1	57	0.6	-2	1	-0.2	-9	1.9	-6
CC(CCC(=O)O)(c1ccc(O)cc1)c1ccc(O)cc1	2.4	-7	2	353	-1.4	-2	1	-1.4	5	-0.6	3
Cc1ccc(S(=O)(=O)N(C)C)cc1NC(=O)COC(=O)CC1CCCC1	-0.9	22	-4	-14	0.8	0	1	0.3	2	9.1	13
N#CCSc1nnc(Cc2ccc3c(c2)OCO3)o1	1.1	-14	-1	-7	-0.2	8	0	0.5	0	1.7	5
CCCCC(C(=O)NC1CCCC1)N(C(=O)c1snc(C(N)=O)c1N)c1ccc(C)cc1 (stereo unspecified)	-0.6	-24	0	-9	-2.5	7	-2	2.1	-4	0.1	2
CCOC(=O)c1nc(C)n(-c2ccc([N+](=O)[O-])cc2)n1	0.2	-5	2	9	0.4	4	1	0.7	4	3.6	4
COc1cccc(Nc2ncnc3onc(-c4ccccc4OC)c23)c1	-0.8	-25	-4	-10	2.2	-3	-5	3.2	-10	0.5	-8
O=C(O)CN1CCNCCN(CC(=O)O)CCNCC1	0.8	-13	3	nt	nt	0	-10	nt	-2	4.1	-6
CCCn1cnc2cc(NCc3cccs3)ccc21	-1.2	-7	-2	-1	2.0	2	0	-1.0	-15	3.8	-11
COc1ccc(-c2oc3ncn4nc(COc5ccccc5)nc4c3c2-c2ccc(OC)cc2)cc1	2.6	-6	-5	-12	1.0	-1	-1	1.6	3	2.5	6
CC(=O)c1cccc(N(CC(=O)Nc2ccc(S(=O)(=O)N3CCCC3)cc2)S(C)(=O)=O)c1	0.4	15	0	75	1.0	-5	1	4.1	9	3.6	-2
CC(C)Nc1nc(-c2ccccn2)nc(-c2ccccc2)c1C#N	-0.5	2	-1	13	-1.1	-1	0	-1.9	5	3.3	10
Cc1nc(SCC(=O)NCCc2ccccc2)nc(C)c1C	-0.5	-11	4	-7	-0.3	0	0	3.2	-9	1.8	-4
CCOC(=O)/C(C#N)=C1\C=CN(C)C(C)=N1	2.1	-9	3	70	-1.8	1	-2	3.8	0	1.5	-2
Cc1cc(=O)[nH]c(N/N=C/c2cccc(Br)c2)n1	-0.3	-13	3	23	-0.2	-1	0	2.5	-2	0.3	0
CSCCC(NC(=O)COc1ccccc1)C(=O)N1CCCCC1 (stereo unspecified)	0.2	-8	0	1	-1.5	2	1	-1.6	3	0.3	5
NNC(=O)c1oc2nc(-c3ccccc3)cc(-c3ccccc3)c2c1N	1.6	-7	2	477*	-0.5	-9	1	0.8	4	3.3	-4
Cc1csc(/N=C/c2ccc([N+](=O)[O-])cc2)n1	-0.7	-16	6	5	-0.3	-1	2	3.2	-3	2.8	4
COc1cccc(NC(=O)CCC2CCN(Cc3nccs3)CC2)c1	-8.7	2	-1	11	-2.3	4	-3	-0.4	-5	1.5	-12
COc1ccc(NC(=O)CN(C)CC(=O)Nc2ccc(Cl)cc2[N+](=O)[O-])cc1	-1.8	-14	5	-4	1.3	23	-2	0.7	-9	2.1	1
CCn1c(SCC(=O)N/N=C/C=C/c2ccccc2[N+](=O)[O-])nnc1-c1ccccc1	2.0	0	3	-1	-1.2	0	0	0.6	-8	2.2	-7
CN(C)S(=O)(=O)c1ccc(N2CCCC2)c(C(=O)Nc2ccccc2)c1	-4.7	-11	-5	7	0.4	31	1	4.5	4	1.3	-5
Nn1c(Cc2ccc(F)cc2)n[nH]c1=S	2.1	6	-2	9	-1.4	7	0	-1.7	-2	0.5	-1
CCOC(CNC(=O)Cn1nc(C)c2ccccc21)OCC	1.0	4	2	-5	-0.3	-5	-1	-0.2	-6	2.4	-7
CCS(=O)(=O)c1nc(S(=O)(=O)c2ccc(C)cc2)c(NCCCN(C)C)s1	2.5	-7	2	9	1.9	-6	0	-0.2	-4	4.9	3

Another view of some results above:
Order of results – CDK5 inh	HTR5A inv ctr	HTR5A ag	SUMO Mot1 rescue	E coli growth	Tat export inh	DAGLB inhibitor	AddAB inh	PKA-R1A activ	phage Ecoli inh	PKA-R2B activ
> Cc1cc(=O)[nH]c(N/N=C/c2cccc(Br)c2)n1
    -0.3	-13	3	23	-0.2	-1	0	2.5	-2	0.3	0
> N#CCCn1cc(C(=O)Nc2ccccc2Br)c(-c2cccs2)n1
    0.0	12	1	5	-2.2	4	-3	2.0	2	4.6	-8
> Cc1nc(SCC(=O)NCCc2ccccc2)nc(C)c1C
    -0.5	-11	4	-7	-0.3	0	0	3.2	-9	1.8	-4
> COc1cccc(Nc2ncnc3onc(-c4ccccc4OC)c23)c1
    -0.8	-25	-4	-10	2.2	-3	-5	3.2	-10	0.5	-8
> COc1ccc(NC(=O)CN(C)CC(=O)Nc2ccc(Cl)cc2[N+](=O)[O-])cc1
    -1.8	-14	5	-4	1.3	23	-2	0.7	-9	2.1	1
> CC(=O)c1cccc(NC(=O)c2cccc(S(=O)(=O)N(C)C)c2)c1
    0.5	8	4	0	-1.2	-10	-2	3.9	-10	5.0	-14

Next part
SMILES	CDK5 inh	HTR5A inv ctr	HTR5A ag	SUMO Mot1 rescue	E coli growth	Tat export inh	DAGLB inhibitor	AddAB inh	PKA-R1A activ	phage Ecoli inh	PKA-R2B activ
Cc1onc(-c2ccccc2Cl)c1C(=O)NCc1ccc2c(c1)cc(C)n2C	0.8	-11	-6	-5	1.6	3	9	-4.8	-14	-0.5	-4
COc1ccc(NC(=O)N2CCN(c3nc4ccccc4n3C(C)C)CC2)cc1	-1.5	12	-4	0	-0.3	-10	0	4.4	13	4.1	-15
Cc1nn(C)cc1C(C(=O)NC1CCCCC1)N(C(=O)Cc1cccs1)c1ccc(Cl)cc1 (stereo unspecified)	0.3	-8	5	52	-1.5	-6	4	1.1	-4	5.3	-6
CC(C)CNC(=S)N1CCC(C(=O)c2ccc3c(c2)OCCO3)CC1	0.3	-27	-4	4	2.9	-4	-5	1.3	2	4.2	-12
CC(C)(c1ccc(O)c([N+](=O)[O-])c1)c1ccc(O)c([N+](=O)[O-])c1	1.2	11	-3	nt	nt	4	12	nt	-4	4.0	1
CC(C)OC(=O)Cn1c(=O)oc2ccccc21	-1.1	-3	1	4	0.5	?	-2	2.6	-13	nt	5
CCN(CC)CCCNCC(=O)Nc1ccc2c(c1)CCC2	-0.2	8	-3	6	-0.8	-11	0	3.5	2	1.9	-11
Cn1c(=O)oc2cc(S(=O)(=O)Nc3cccc(F)c3)ccc21	1.9	11	-4	-17	1.5	-3	-4	3.0	-7	1.2	-2
CN1C(=S)SC(C)(C)C1(C)NO (stereo unspecified)	nt	-10	13	-9	3.2	2	-5	3.3	-5	3.6	-4
CCc1ccc(-n2cnc3cc(C(=O)NCC(OC)OC)ccc32)cc1	-1.1	1	0	-3	-0.7	-1	0	2.1	-8	1.4	-2
COC(=O)/C(C#N)=C/c1c(N2CCN(C)CC2)nc2ccccn2c1=O	1.7	4	-1	-5	-0.7	-5	0	0.2	-13	0.9	-13
CC(=O)N1CCc2cc(S(=O)(=O)NC(C)c3ccccc3)ccc21 (stereo unspecified)	-0.2	10	-4	-3	1.7	-1	-2	-1.8	-4	0.7	-4
Cc1c(/C=N/n2cnnc2)c2ccccc2n1CCOc1ccc(Cl)cc1	1.6	-10	6	-19	-0.3	7	0	0.0	-7	-0.3	-9
O=C1CCC(=O)N(O)CCCCCNC(=O)CCC(=O)N(O)CCCCCNC(=O)CCC(=O)N(O)CCCCCN1	-0.9	17	-3	3	29*	-6	-2	36*	1	23*	4
Cc1c(/C(Cc2ccccc2)=N/O)c2ccccc2n1C	0.2	2	4	nt	1.3	-2	3	4.3	-6	3.3	-2
Cc1ccc(/C(N)=N/OC(=O)c2ccc(F)cc2)cc1	-1.2	-22	5	-3	-0.2	-2	-18	0.0	-9	0.9	-11
